HTT cytoprotect – protects HTT-Q103 PC12 cells, measured by ATP. 230,000 tested, 0.14% active. Potency, µM (highest dose often 56.4 µM), inactives show cytoprotection (ATP increase), usual class: activators. PC12 HTT-Q103 induced, cytoprotection, ATP luminescence, 40 h;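 note: % of control where 0% means no effect; nearly all actives have a fitted effect of over 45% in size; toxic huntingtin expression switched on by the ecdysone agonist tebufenozide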
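Readout: ATPlite luminescence (ATP level). Model: stable PC12, inducible Htt exon1 Q103-GFP. Inducer: tebufenozide, 100 nM final. Compounds: dose series. No G418 in medium.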
HTT aggregate – inhibitors of mutant huntingtin aggregate formation in PC12 cells | PC12 HttQ103-GFP aggregates, Acumen cytometry, 40 h | Potency, µM (highest dose often 46.1 µM), without a hit: at the top dose activity change, negative = inhibition, actives largely listed as inhibitors | 220,000 tested, 1.1% active; note: % is set by controls: 0 for no effect and ±100 for the full control effect; nearly all actives have a fitted effect of over 60% in size
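Inducible Q103 Huntingtin exon 1–GFP PC12 line, 1500 cells/well in phenol red free DMEM with 5% equine and 5% calf serum. Tebufenozide 100 nM induced expression; compounds titrated; aggregates quantified by cytometry.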
GAA spleen mod – lysosomal alpha-glucosidase (human) modulation; Potency, µM (highest dose often 79.9 µM), for the others: top-dose activity change, negative = inhibition, most hits filed as inhibitors; AID 2112; 240,000 tested, 0.006% active; human spleen homogenate, 4-MU-alpha-glucoside fluorescence; P10253;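 note: 0% = enzyme with vehicle and -100% = no enzyme basal signal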
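Enzyme source: human spleen homogenate, 1 ug/well. Buffer 50 mM citric acid/K phosphate pH 5.0, 0.01% Tween-20. 4-MU-alpha-glucoside 1 mM; 37 C x 40 min; NaOH/glycine stop; fluorescence.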
GAA glycogen – alters human alpha-glucosidase cleavage of glycogen | 300,000 tested, 0.38% active | Potency, µM (highest dose often 76.4 µM), without a hit: at the highest dose activity change, negative = inhibition, usual class: inhibitors | recombinant GAA, glycogen substrate, Amplex Red glucose oxidase fluorescence | P10253;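 note: 0% = full enzyme reaction and -100% = no-enzyme basal signal; the screen sought inhibitors and activators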
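Recombinant enzyme (4 nM final) with compounds titrated up to 77 uM and bovine liver glycogen (30 ug) in citrate pH 5.0, 0.01% Tween-20, 37 C 40 min. Released glucose detected by Amplex Red/glucose oxidase (Ex 573/Em 610); AC50 from Hill fits.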
IMPase Li cell – membrane-permeable IMPase blocker, potentiated with lithium; CHO-M1 cells, IP1 TR-FRET (IP-One), carbachol + lithium; Potency, µM (titrated, usually from 59.4 µM), for inactives: top-dose activity, negative = IMPase inhibition, usual class: inhibitors; 210,000 tested, 0.35% active; AID 1457;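 note: IP1 builds up when IMPase is blocked and the TR-FRET signal falls; plate controls were basal vehicle for no effect and high inhibitor control for full effect; nearly all actives have a fitted effect of over 50% in size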
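Readout is a homogeneous TR-FRET IP1 immunoassay (Ex 320, Em 665 and 620), where raised cytosolic IP1 lowers signal. Cells were CHO-M1 treated 30 min at 37C with test compounds plus a little lithium; AC50 values came from Hill-equation fitting.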
RGS12 GoLoco inh – blocks human Gai1 binding to RGS12 GoLoco peptide, red readout; Gai1:RGS12 GoLoco peptide FP, rhodamine, 10 min; AID 880; P63096; 230,000 tested, 0.44% active; Potency, µM (doses to about 61.6 µM), inactives show at the top dose activity, negative = inhibition, usual class: inhibitors; active = well fitted inhibition curve with a large enough effect, not every such curve was filed as active; inactive = no such curve, though single readings can be large or run the other way; note: % is set by controls: 0 for no effect and ±100 for the full control effect; nearly all actives have a fitted effect of over 30% in size; many of its hits are not listed in these tables
Target sequence (P63096 whole entry, looked up): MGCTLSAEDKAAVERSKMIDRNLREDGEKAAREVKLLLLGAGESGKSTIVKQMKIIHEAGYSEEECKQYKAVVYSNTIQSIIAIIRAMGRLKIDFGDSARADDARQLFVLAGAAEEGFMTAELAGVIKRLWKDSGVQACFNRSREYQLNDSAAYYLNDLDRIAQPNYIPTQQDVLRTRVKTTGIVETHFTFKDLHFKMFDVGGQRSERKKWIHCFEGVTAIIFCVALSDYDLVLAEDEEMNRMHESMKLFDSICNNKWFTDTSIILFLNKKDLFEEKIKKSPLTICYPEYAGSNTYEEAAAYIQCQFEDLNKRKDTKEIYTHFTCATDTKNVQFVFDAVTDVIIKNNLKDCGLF
GAA inhib – blocks human lysosomal alpha-glucosidase; P10253; 200,000 tested, 0.005% active; Potency, µM (doses to about 76.9 µM), inactives show at the top dose activity change, negative = inhibition, most hits filed as inhibitors; purified human GAA, 4-MU-alpha-glucoside fluorescence;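 note: plate controls were uninhibited enzyme wells for no effect and no-enzyme background for full effect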
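Fluorogenic assay: 4 nM human alpha-glucosidase with 400 uM 4-methylumbelliferyl-alpha-D-pyranoside in 50 mM citrate/phosphate, 0.005% Tween-20, pH 5.0, 20 min at room temperature. Compounds tested up to 77 uM; AC50 from Hill fits.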
Starred values were filed as active, the others as inactive; ? = inconclusive; . = not tested or not shown; [ ] = remark or other dose. Unless noted, calls come from the whole dose curve; as a rule, active = well fitted curve in the direction sought with a large enough effect; inconclusive = small, poorly fitted or top-dose-only effect, or another doubt; inactive = no such curve, though single readings can be large; an effect the other way counts as inactive or inconclusive. Potency is the fitted concentration of half-maximal effect.

SMILES	HTT cytoprotect	HTT aggregate	GAA spleen mod	GAA glycogen	IMPase Li cell	RGS12 GoLoco inh	GAA inhib
CCN(CC)c1ccc(-c2n[nH]c(=S)n2-c2ccccc2C)cc1	30%	11%	0%	-22%	?	37%[activator]	5%
O=c1cc(COn2nnc3ccc(C(F)(F)F)cc32)nc2sccn12	3%[10 µM]	6%	-5%	3%	4%	11%	6%
CCOc1ccc(S(=O)(=O)N2CCN(c3ccccc3)CC2)c2cccnc12	-42%[inhibitor]	?	-9%	-1%	14%[38.3 µM]	6%	.
COCCn1nnnc1CN1CCC(C)CC1	?	-1%	-3%	-8%	6%	-11%	-3%
CCCC(=O)Nc1ccc2c(c1)nc(CN1CCN(C(C)=O)CC1)n2C	-3%	6%	-5%	-5%	-5%[38.3 µM]	2%	1%
CCOc1cc(C2NN=C(c3ccccc3)S2)ccc1OCc1ccccc1Cl (stereo not drawn)	-1%	0%	-2%	1%	-30%[38.3 µM]	7%	0%
O=c1oc2c(CN3CCOCC3)c(O)c(Cl)cc2c2c1CCCC2	-10%[0.074 µM]	5%	8%	?	-24%[38.3 µM]	-8%	?
O=C(Nc1ccc(Br)cc1)c1csc(-c2ccncc2)n1	42%[10 µM]	8%	-6%	-5%	12%	-23%	-2%
COc1cccc(C(=O)NCCN2CCOCC2)c1	-7%	7%	-3%	1%	-5%[38.3 µM]	4%	-1%
Cc1cc(=O)oc2cc(OCC(=O)NCCCN3CCOCC3)ccc12	10%[0.074 µM]	-2%	1%	2%	-6%[38.3 µM]	-2%	-1%
Cc1nn(C)cc1/C=C/C(=O)c1cccs1	17%[1.9 µM]	-10%	-1%	-4%	2%	8%	3%
COc1ccccc1CNC(=O)C(C)NS(=O)(=O)c1ccccc1 (stereo not drawn)	16%[0.074 µM]	7%	-8%	0%	21%[38.3 µM]	33%[activator]	-4%
CCC1(C)Cc2c(C#N)c(N)n(-c3ccccc3)c(=S)c2CO1 (stereo not drawn)	12%[10 µM]	-4%[9.22 µM]	0%	17%	0%	-1%	?
CCCCCCNCCn1cnc2c(N)ncnc21	-13%	-8%	-8%	8%	4%[38.3 µM]	2%	4%
CCn1c(SCC(=O)NCc2ccc3c(c2)OCO3)nnc1-c1cccs1	14%	-31%	2%	4%	22%[38.3 µM]	9%	-3%
C/C(CC(=O)N1CCN(C=O)CC1)=N\NC(=O)c1ccc(Cl)cc1	-8%[10 µM]	6%[9.22 µM]	-5%	-5%	3%	4%	-19%
Cc1ccc(CCCOC(=O)C[N+]2(C)CCCCC2)cc1	-1%[10 µM]	10%[9.22 µM]	-3%	6%	17%	15%	6%
CC1(C)OC(=O)C(=NNc2ccccc2)C(=O)O1	.	?	-18%	0%	2%	8%	-7%
C/C(=N\NC(=O)Nc1ccccc1)c1ccc2ccccc2c1	12%[10 µM]	4%	-7%	11%	0%	2%	1%
O=C(NCCN1CCOCC1)c1cc(-c2ccc(Cl)cc2)on1	-15%	-2%	-8%	3%	-8%[38.3 µM]	9%	-3%
O=C(Cn1c(COc2ccccc2)nc2ccccc21)Nc1cc(Cl)c(Cl)cc1Cl	27%	30%	-12%	-10%	3%	15%	-4%
O=c1c(Cl)nc2cc(Cl)ccc2n1CCNc1ncc(C(F)(F)F)cc1Cl	-106%[inhibitor]	?	-5%	4%	-18%[38.3 µM]	4%	4%
C=CCN(Cc1cn(C)nc1-c1cccc(Cl)c1)C1CCS(=O)(=O)C1 (stereo not drawn)	8%[10 µM]	9%[9.22 µM]	4%	8%	3%	8%	-3%
CC(=O)c1c(C)nc2nonc2c1N	-1%	2%	-3%	10%	-16%[38.3 µM]	6%	-3%
O=C(CN1C2=NCCN2c2ccccc21)c1ccco1	?	-3%	7%	-13%	-1%[38.3 µM]	3%	-1%
COc1ccc(NC(=O)CS(=O)CC(=O)Nc2ccc(OC)c(OC)c2)cc1 (stereo not drawn)	16%[10 µM]	13%	0%	-10%	-19%[38.3 µM]	9%	-9%[15.4 µM]
COc1ccc(-n2c(=O)c3ccccc3n(CC(=O)NCc3ccco3)c2=O)cc1	-16%	-4%	0%	-9%	-8%	5%	-4%
COc1cc(C2C3C(=O)N(c4ccccc4)C(=O)C3ON2c2ccccc2)cc(OC)c1OC (stereo not drawn)	-3%[0.074 µM]	-2%	5%	-12%	.	.	-5%
S=C(Nc1ccccc1)Nc1ccc(Cl)cn1	-15%[10 µM]	-9%[9.22 µM]	2%	19%	8%	17%	?
O=C(Nc1ccc(N2CCOCC2)nc1N1CCOCC1)c1cccc(C(F)(F)F)c1	10%[10 µM]	12%[9.22 µM]	8%	?	.	4%	-3%
O=C(CCCN1Cc2ccccc2C1)c1ccc(F)cc1	23%	7%	-21%	-3%	-21%[38.3 µM]	1%	12%
O=C(c1ccoc1)N1CCC2(CC1)Oc1ccc(Cl)cc1C(=O)C21CC(c2ccc(Cl)cc2)=NO1 (stereo not drawn)	-7%[10 µM]	-19%[9.22 µM]	-8%	-4%	.	-10%	.
COC(=O)COc1ccc(Oc2nc(SC)nc(N(C)C)n2)nn1	2%	12%	1%	11%	.	.	3%
O=S(=O)(CCN1CCSCC1)c1ccc(Cl)cc1	12%[10 µM]	6%[9.22 µM]	-3%	7%	.	-9%	.
CCOC(=O)CN1C(=O)S/C(=C/c2ccc(OC)c([N+](=O)[O-])c2)C1=O	11%[10 µM]	2%	-4%	11%	4%	2%	-9%
Cc1c(NC(=O)c2ccc(-c3ccc([N+](=O)[O-])cc3Cl)o2)c(=O)n(-c2ccccc2)n1C	30%[10 µM]	10%[9.22 µM]	2%	9%	20%	10%	?
Cc1ccc(NC(=O)COC(=O)c2ccn(C)n2)cc1	-9%[10 µM]	-1%	2%	4%	7%[38.3 µM]	-16%	3%
CN(C)c1ccc(C2Nc3ccccc3C(=O)N2CCCN2CCOCC2)cc1 (stereo not drawn)	-7%[10 µM]	-1%[9.22 µM]	1%	?	.	13%	-6%
O=c1c2cc(N3CCOCC3)ccc2[nH]c(=S)n1CCCN1CCCCCC1	9%[0.074 µM]	-9%	-1%	-15%	39%[activator][38.3 µM]	-4%	4%
C#CCOCCOCCOCCNc1nc(N2CCN(C(=O)[C@H]([C@@H](C)CC)n3cc(CCCN=C(N)N)nn3)CC2)nc(N2CCN(C(=O)[C@H](CCCCN)n3cc(CCC(=O)O)nn3)CC2)n1	.	-7%	7%	6%	-5%	2%	2%
COc1ccc(CNC(=O)CS(=O)CC(=O)O)cc1OC (stereo not drawn)	-29%	-4%	-1%	0%	-5%	-1%	-2%
O=C1CCCC(=NCc2ccco2)C1	9%[10 µM]	-8%	-2%	1%	-4%[38.3 µM]	1%	0%
CCn1cc(C2=NOC(C(=O)Nc3ccccc3C(=O)OC)C2)c(C)n1 (stereo not drawn)	-17%	-32%	-2%	5%	-13%[38.3 µM]	17%	1%
CCOC(=O)N1CCN(C(=O)CSc2nnc(Cc3cccn3C)n2CCc2ccccc2)CC1	-1%[0.074 µM]	18%	-3%	18%	-4%[38.3 µM]	2%	-3%
Cc1cccc(NCc2cc(Cl)ccc2O)n1	24%[1.9 µM]	-9%	-3%	-5%	-3%	-10%	-7%
CCCCN(C(=O)COc1ccc(NC(C)=O)cc1)C1CCS(=O)(=O)C1 (stereo not drawn)	?	-1%	-4%	-3%	7%	0%	-1%
CCOC(=O)c1ccc(NC(=O)Cn2c(-c3nonc3N)nc3ccccc32)cc1	.	-9%	8%	13%	-3%	16%	-2%
CCN(CC(=O)NCc1cccs1)S(=O)(=O)c1ccc([N+](=O)[O-])cc1	-5%	?	-5%	6%	3%	-5%	13%

Random excerpt: three compounds from above
SMILES	HTT cytoprotect	HTT aggregate	GAA spleen mod	GAA glycogen	IMPase Li cell	RGS12 GoLoco inh	GAA inhib
CCOC(=O)c1ccc(NC(=O)Cn2c(-c3nonc3N)nc3ccccc32)cc1	.	-9%	8%	13%	-3%	16%	-2%
Cc1ccc(NC(=O)COC(=O)c2ccn(C)n2)cc1	-9%[10 µM]	-1%	2%	4%	7%[38.3 µM]	-16%	3%
C#CCOCCOCCOCCNc1nc(N2CCN(C(=O)[C@H]([C@@H](C)CC)n3cc(CCCN=C(N)N)nn3)CC2)nc(N2CCN(C(=O)[C@H](CCCCN)n3cc(CCC(=O)O)nn3)CC2)n1	.	-7%	7%	6%	-5%	2%	2%

(next part)
SMILES	HTT cytoprotect	HTT aggregate	GAA spleen mod	GAA glycogen	IMPase Li cell	RGS12 GoLoco inh	GAA inhib
Cc1cc(N2CCN(C)CC2)nc2ccc(NC(=O)CCC(=O)NCc3ccco3)cc12	-11%	-17%	-3%	10%	-5%[38.3 µM]	10%	?
COc1ccccc1C(=O)Nc1nc2cc3c(cc2s1)OCCO3	-52%[inhibitor][10 µM]	15%[9.22 µM]	4%	3%	-1%	4%	.
CCOC(=O)c1oc2cc(O)cc(C)c2c(=O)c1-c1cscn1	-13%[10 µM]	-9%	-7%	-1%	14%[38.3 µM]	3%	-11%
Cc1cc(C)nc(NCCCc2ccccc2)n1	-7%[10 µM]	4%	0%	4%	-3%	1%	1%
CCCC[C@@H]1CNC(=O)C(=O)N1CC(C)(C)C	25%[10 µM]	-21%[9.22 µM]	0%	2%	.	2%	.
O=C(NN1CCOCC1)c1cc(-c2ccc(Br)cc2)nc2ccccc12	12%[10 µM]	2%	10%	6%	-1%	6%	-6%
COc1ccc(Oc2nc(C)cc(C)c2S(=O)(=O)c2ccc(C)cc2)cc1	-11%	23%	-4%	-3%	16%[38.3 µM]	-6%	6%
COc1ccc(NC(=O)c2ccc(NC(=O)C(C)C)cc2)c([N+](=O)[O-])c1	.	2%	-7%	-7%	-10%	13%	-8%
O=C(NCCCN1CCN(Cc2ccccc2)CC1)C1CCN(c2nnc(-n3cccc3)s2)CC1	-15%	-31%	10%	1%	18%[38.3 µM]	0%	3%
COc1cc(C)c(Cl)cc1S(=O)(=O)n1cnc(C)c1	-12%	8%[9.22 µM]	-15%	0%	12%[38.3 µM]	9%	-2%
CC(=O)N(c1ccc(C)cc1)c1nc(C)cc(C)c1C#N	13%[10 µM]	-9%[9.22 µM]	-1%	8%	.	8%	.
CC1(C)SC(=S)N(Cc2ccc3c(c2)OCO3)C1N(O)C(=O)NC1CCCCC1 (stereo not drawn)	-30%	-13%	-3%	?	21%[38.3 µM]	13%	-8%
O=C1NCCCC2c3c(cc(Br)c(O)c3Br)OC12N1CCCCC1 (stereo not drawn)	-8%	6%	-3%	?	23%[38.3 µM]	-1%	1%
Nc1ccc(Cl)cc1/C(=N/O)c1ccccc1	9%	-6%	1%	0%	17%[38.3 µM]	-5%	-6%

High-throughput results from PubChem BioAssay.

A portion of the library, so the mix of outcomes need not match the whole.
